Bioassay records as filed in PubChem BioAssay.
FEN1 inhibitor = inhibitors of human flap endonuclease 1. P39748. Recombinant FEN1 flap cleavage, fluorescence, 15 min. Potency, µM (doses to about 114 µM), without a hit: top-dose activity change, negative = inhibition, actives largely listed as inhibitors. actives 0.35% (n = 390,000); also: nearly all actives have a fitted effect of over 65% in size
Target sequence (P39748 whole entry, looked up): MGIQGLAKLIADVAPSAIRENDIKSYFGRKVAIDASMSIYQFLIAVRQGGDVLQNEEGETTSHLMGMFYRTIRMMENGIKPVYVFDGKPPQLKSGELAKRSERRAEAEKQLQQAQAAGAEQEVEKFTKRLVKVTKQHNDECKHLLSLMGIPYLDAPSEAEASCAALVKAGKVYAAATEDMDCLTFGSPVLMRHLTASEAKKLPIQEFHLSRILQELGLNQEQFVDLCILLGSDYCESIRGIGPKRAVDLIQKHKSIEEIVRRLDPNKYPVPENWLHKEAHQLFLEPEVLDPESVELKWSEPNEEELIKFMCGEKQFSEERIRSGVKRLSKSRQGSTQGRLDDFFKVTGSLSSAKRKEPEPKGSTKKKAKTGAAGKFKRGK
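FEN1 at 10 nM, compound pretreatment for 15 min (room temperature), 50 nM final substrate to initiate; endpoint reads at 0 and 15 min; DMSO-only plates used as vehicle background.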
N370S GC = inhibits or activates N370S mutant glucocerebrosidase | actives 0.092% (n = 330,000) | Potency, µM (series often up to 59.4 µM), without a hit: top-dose activity change, negative = inhibition, hits mostly inhibitors | P04062 | AID 2101 | N370S GC spleen homogenate, 4MU-glucoside fluorescence;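 also: 0% = full enzyme activity and -100% = no enzyme basal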
TDP1 inh = TDP1 (human) enzyme inhibition | actives 0.28% (n = 350,000) | AID 485290 | Q9NUW8 | recombinant TDP1, AlphaScreen DNA substrate cleavage | Potency, µM (top dose mostly 130 µM), without a hit: top-dose activity change, negative = inhibition, actives largely listed as inhibitors; also: nearly all actives have a fitted effect of over 40% in size
Target sequence (Q9NUW8 whole entry, looked up): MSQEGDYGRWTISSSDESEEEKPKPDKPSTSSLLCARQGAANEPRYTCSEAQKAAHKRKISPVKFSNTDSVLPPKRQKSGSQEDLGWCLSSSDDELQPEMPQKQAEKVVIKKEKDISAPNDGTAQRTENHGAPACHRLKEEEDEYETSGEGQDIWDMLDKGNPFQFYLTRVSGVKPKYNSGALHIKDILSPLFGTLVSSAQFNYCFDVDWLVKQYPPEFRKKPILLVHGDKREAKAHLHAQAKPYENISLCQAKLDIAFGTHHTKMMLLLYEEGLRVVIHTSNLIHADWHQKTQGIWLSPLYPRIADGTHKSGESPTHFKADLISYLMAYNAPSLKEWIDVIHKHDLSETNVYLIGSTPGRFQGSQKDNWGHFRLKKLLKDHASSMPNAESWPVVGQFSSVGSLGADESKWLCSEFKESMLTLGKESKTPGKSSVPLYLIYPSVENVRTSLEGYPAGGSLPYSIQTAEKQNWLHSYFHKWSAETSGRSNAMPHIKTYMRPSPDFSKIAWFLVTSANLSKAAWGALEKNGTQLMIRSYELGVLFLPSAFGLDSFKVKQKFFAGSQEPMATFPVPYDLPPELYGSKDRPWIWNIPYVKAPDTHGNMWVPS
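AlphaScreen read-out: signal falls as enzyme removes the 3' tyrosine-FITC from a 5'-biotinylated DNA oligo (15 nM, 5 min, RT). Enzyme was E. coli-made recombinant Tdp1 at 1 nM, exposed to compound for 15 min beforehand; beads 10 ug/ml, 10 min.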
Numbers without * were called inactive; ? = inconclusive; . = not tested or not shown; & = joins results of further samples; [ ] = another dose, or the depositor's remark. Calls follow the shape of the dose curve; as a rule, active = well fitted curve in the direction sought with a large enough effect; inconclusive = small, poorly fitted or top-dose-only effect, or another doubt; inactive = no such curve, though single readings can be large; an effect the other way counts as inactive or inconclusive. Unless noted, % is scaled to controls: 0 for no effect and ±100 for the full control effect; potency is read from the fitted curve at half-maximal effect.

| compound | FEN1 inhibitor | N370S GC | TDP1 inh |
| --- | --- | --- | --- |
| COc1cccc(N(CC(=O)NC2CC3CCC2C3)S(=O)(=O)c2ccccc2)c1 (stereo not drawn) | -3% | -12% | 1%[0.0935 µM] |
| CCC(=O)Nc1nnc(SCc2ccc(F)cc2)s1 | -1% | 3% | 3%[56.1 µM] |
| CCOC(=O)Cn1c(=O)n(CC2CCCO2)c2nc(-c3ccccc3F)nc(C(N)=O)c21 (stereo not drawn) | -6% | . | 4% |
| CCOc1ccc(OCCN2C(=O)NC(Cc3c[nH]c4ccccc34)C2=O)cc1 (stereo not drawn) | -7% | . | 0% |
| CCN1CCN(C(c2ccccc2)c2nnnn2Cc2ccc(OC)cc2)CC1 (stereo not drawn) | -10% | -13% | 5% |
| Cc1ccc(C)n1/N=C1/NC(=O)CS1 | 32µM* | 2% | . |
| COC(=O)c1ccccc1NC(=O)c1cnc2sc(N3CCOCC3)nn2c1=O | -1% | . | 3% |
| Cc1ccc(-c2cc(C(=O)N/N=C/c3c(C)nn(-c4ccccc4)c3C)[nH]n2)cc1 | . | -11% | -6% |
| COc1ccc(NC(=O)CN(C)S(=O)(=O)c2cnc[nH]2)cc1OC | -5% | -10% | 1% |
| CN(C(=O)CSc1nnc(-c2ccc(OC(F)F)cc2)n1N)C1CCS(=O)(=O)C1 (stereo not drawn) | -3% | -18% | . |
| O=C1[C@H]2[C@H]3[C@H](O)[C@H](O)C/C(=N/OCc4ccccc4)[C@H]3CC[C@@H]2C(=O)N1C1CCCCC1 | . | 10%[12.8 µM] | 9%[21 µM] |
| CCOC(=O)/C(C#N)=C1/C=CN(c2ccccc2)C=N1 | -4% | 7%[2.35 µM] | 0% |
| CCOC(OCC)c1cn(Cc2ccc(C(=O)c3ccccc3)cc2)nn1 | -17% | -6% | . |
| COc1cccc(C2C(C(=O)Nc3ccccc3)=C(C)Nc3nc(-c4ccccc4)nn32)c1 (stereo not drawn) | -8% | . | -3% |
| Cc1ccccc1C(=O)OCC(=O)NCc1ccco1 | 2% | . | ? |
| O=C(NCCCn1ccnc1)C1CC2CCC1C2 (stereo not drawn) | 3% | 11% | 2% |
| Cc1onc(-c2ccccc2)c1-c1ccnn1C(=O)NC(C)C | 1% | 11% | -1% |
| O=S(=O)(Nc1ccc2ccccc2n1)c1ccccc1Cl | 15% | 1% | 5% |
| O=C(CCCOc1ccccc1)NCc1ccco1 | -10% | 13% | -2% |
| O=C(OCC1CO1)C1CCCCC1C(=O)OCC1CO1 (stereo not drawn) | . | 8% | 13% |

Single records, from the list above. Order of values: FEN1 inhibitor | N370S GC | TDP1 inh
Profile of O=C1[C@H]2[C@H]3[C@H](O)[C@H](O)C/C(=N/OCc4ccccc4)[C@H]3CC[C@@H]2C(=O)N1C1CCCCC1 : . | 10%[12.8 µM] | 9%[21 µM]
Profile of CCN1CCN(C(c2ccccc2)c2nnnn2Cc2ccc(OC)cc2)CC1 (stereo not drawn) : -10% | -13% | 5%

Next part.
| compound | FEN1 inhibitor | N370S GC | TDP1 inh |
| --- | --- | --- | --- |
| COc1ccccc1-c1nnc(SCC(=O)Nc2cc(C)on2)o1 | 6% | 0% | 5% |
| CC(C)(C)NC[C@H](O)COc1cccc2c1CCCC2=O | 16% | -10% | 4%[56.1 µM] |
| CCCn1c(=O)c(C(=O)Nc2ccccc2C(=O)OCC)c(O)c2ccccc21 | 0% | -19% | -2% |
| Cc1nn(CC(=O)N2CCN(c3ccccc3)CC2)c(=O)c2cccn12 | -11%&-1% | 1% | -6% |
| COc1ccc(C2=NOC(C(=O)Nc3ccc4c(c3)OCCO4)C2)cc1OC (stereo not drawn) | -7% | 2% | . |
| CCOC(=O)NN1C(=O)c2ccccc2NC12CCCC2 | 3% | 14% | 1% |
| CCc1nnc(NC(=O)CSc2nnc(COc3cccc(C)c3)o2)s1 | 3% | 6% | 0% |
| O=C(CC(=O)Nc1ccccc1[N+](=O)[O-])Nc1ccccc1[N+](=O)[O-] | -1% | -7% | . |
| O=C(CCSCc1ccccc1F)N1CCN(c2ccc(F)cc2)CC1 | -1% | . | 3% |
| Cc1ccc(OC(=O)CCNC(=O)c2ccccc2Cl)c(Br)c1 | -2% | 0% | 2% |
| O=C(CSc1nc2c(c(=O)[nH]1)CN(Cc1ccc(F)cc1)CC2)Nc1ccc(F)cc1 | 0% | 15% | 0% |
| CN1C2CCC1/C(=C\c1ccccc1)C(=O)/C2=C\c1ccccc1 | -6% | -19% | 8% |
| Cc1ccc(CN2C(=O)C(CC(C)C)Nc3ncnc(N4CCN(c5ccccc5)CC4)c32)cc1 (stereo not drawn) | -24% | . | 5% |
| Fc1ccc(CSc2nncn3c2cc2occc23)c(Cl)c1 | -8% | . | 0% |
| CCN(C(=O)COC(=O)CNC(=O)c1ccc(C)s1)c1ccccc1 | -6% | 5% | -12% |
| CC1CCN(c2c(NCC3CCC(C(=O)NCc4ccc(F)cc4)CC3)c(=O)c2=O)CC1 (stereo not drawn) | 0% | 1% | 3% |
| CCOC(=O)Cc1csc(NC(=O)COc2ccccc2)n1 | 3% | 2% | 4% |
| CC(C)CC[n+]1ccn(C2=C([O-])c3ccccc3C(=O)/C2=N\S(=O)(=O)c2ccccc2)c1 | -1% | 1% | 0% |
| O=C(Nc1ccc([N+](=O)[O-])cc1)Nn1cnnc1 | -7% | -7% | 5% |
| COc1cc(/C=C2\SC(N3CCC(C)CC3)=NC2=O)ccc1O | -10% | -11% | . |

Further structures follow.
| compound | FEN1 inhibitor | N370S GC | TDP1 inh |
| --- | --- | --- | --- |
| CCN1CCN(CCNC(=O)Nc2ccc([N+](=O)[O-])cc2)CC1 | 9% | -5% | -2% |
| Nc1ccc(-n2nc(C(F)(F)F)cc2C(F)(F)F)cc1 | -13% | -4% | 6% |
| COCC(=O)NNC(=O)Cc1ccc(Cl)cc1 | 7% | -3% | 0% |
| CC(C)NC(=O)c1cnc(Sc2ncc(C(F)(F)F)cc2Cl)n1C | -4% | 5% | 5% |
| CCc1nnc(SCC(=O)Nc2ccc3c(c2)OCO3)o1 | 3% | 2% | 5% |
| N#CC1=C(N)C(C#N)(C#N)C2(CCC3(CC2)OCCO3)C2CC3(CC=C12)OCCO3 (stereo not drawn) | -6% | 2% | 2% |
| COc1ccc(-n2cc(CNCc3cnc4ccccn34)c(-c3cccc(F)c3)n2)cc1 | ? | -20% | . |
| Cc1ccc(C(=O)/C=C/c2ccccc2[N+](=O)[O-])cc1 | -15% | 26% | 5% |
| Cc1ccc(NC(=O)c2sc(-n3nc(C)c(CCC(C)C)c3C)nc2C)cc1C | -4% | . | -4% |
| CCc1ccc(/C=C/C(=O)c2ccc(N3CCOCC3)cc2)cc1 | 7% | 19% | -3% |
| COC(Cn1c(-c2cccc(S(=O)(=O)N(C)C)c2)n[nH]c1=S)OC | 2% | -8% | 0% |
| CCn1c(SCc2ccccc2)nnc1C1CCCCC1 | 9% | 3% | -3% |
| COc1ccc(C(=O)NNC(=O)CN2CCC(n3nnc4cc(C(F)(F)F)ccc43)CC2)cc1 | 0% | 2% | 0% |
| Cc1ccc(OC(=O)COc2ccccc2)c(-n2nc3ccccc3n2)c1 | -5% | 5% | . |
| CSc1ccc(CN(C)CC(=O)N(C)CC(=O)Nc2ccccc2Br)cc1 | -16% | . | 2% |
| CCOc1cc(C2c3c(oc4ccccc4c3=O)C(=O)N2Cc2ccc3c(c2)OCO3)ccc1O (stereo not drawn) | 11% | . | 5% |
| Cn1c(=O)c2c(ncn2CC(=O)NC(C)(C)C)n(C)c1=O | 6% | -16% | 3% |
| O=C(COC(=O)c1ccc2c(c1[N+](=O)[O-])C(=O)c1ccccc1C2=O)NC1CC1 | ? | 2% | 4% |
| S=c1[nH]ccn1-c1cccc(Cl)c1 | 1% | -4% | 0% |
| O=C(CCc1nc2ccccc2c(=O)[nH]1)Nc1nnc(SCc2ccc(F)cc2)s1 | 0% | 1% | . |

(cont.)
| compound | FEN1 inhibitor | N370S GC | TDP1 inh |
| --- | --- | --- | --- |
| CCOC(=O)CNC(=O)CN1C(=O)CCS(=O)(=O)c2ccccc21 | 0% | -12% | 0% |
| CCOc1ccc(OCCN2C(=O)c3ccccc3C2=O)cc1 | -21% | -14% | 3% |
| Cc1ccc(C(=O)N/C(=C\c2cccs2)C(=O)NCCc2c[nH]c3ccccc23)cc1 | 6% | 14% | 8% |
| CCOc1ccc2c(c1)c(=O)c(C(=O)c1ccc(CC)cc1)cn2CC(=O)Nc1ccc2c(c1)OCCO2 | 21% | . | 1% |
| Cc1ccc(NS(=O)(=O)c2ccc(C(=O)N3CCN(c4ncccn4)CC3)cc2)cc1 | 8% | -4% | 7% |
| COC(=O)c1sc(-c2cccs2)cc1N | 1% | 7% | 1% |
| CC(=O)NC(Cc1cc(C)ccc1C)C(=O)N1CCN(C(=O)c2ccc([N+](=O)[O-])cc2)CC1 (stereo not drawn) | 1% | 2% | . |
| O=C(CCc1ccccc1)NNC(=O)Cc1ccc(Cl)cc1 | 11% | -9% | 5% |
| CCOC(=O)CC(=O)CSc1nc2nc(C)cc(C)n2n1 | 6% | 4% | 0% |
| Cc1cccc(NS(=O)(=O)c2ccc(C(C)(C)C)cc2)n1 | 2% | 1% | . |
| CCOc1ccc(NC(=S)N(CCc2c(C)[nH]c3ccc(C)cc23)Cc2ccco2)cc1 | -18% | 13% | 3% |
| O=C1NC2(CCCCC2)N=C1c1ccc(Br)cc1 | -5% | 3% | 7% |
| CCOC(=O)c1c(NC(=O)CSc2nncn2C)sc(C)c1C | -2% | 4% | -4% |
| COCCn1c(SCC(=O)c2c[nH]c3ccccc23)nc2cc(C(=O)NC(C)C)ccc2c1=O | 0% | . | -3% |
| CCOC(=O)C(C)c1c(C)[nH]c(=S)[nH]c1=O (stereo not drawn) | 2% | 7% | 3% |
| Cc1cc(NCCCOC(C)C)n2c(nc3ccccc32)c1C#N | 24% | ? | . |
| COC(=O)C1=C(C)N(Cc2ccco2)C(=O)N[C@H]1c1cccc(C(F)(F)F)c1 | -4% | 13%&15% | 8%&4% |
| O=C(c1cc2ccccc2oc1=O)N(Cc1ccccc1F)C1CCS(=O)(=O)C1 (stereo not drawn) | -2% | -6% | 2% |
| CC1CCCC(NC(=O)COC(=O)CCSc2ccccc2)C1C (stereo not drawn) | 5% | -4% | 1% |
| Cc1nc2c(C(=O)N3CCCC3)cnn2c(C)c1Cc1c(F)cccc1Cl | -7% | 2% | 5% |

Next structures.
| compound | FEN1 inhibitor | N370S GC | TDP1 inh |
| --- | --- | --- | --- |
| Cc1ccc(S(=O)(=O)N2CCN(S(=O)(=O)N3CCOCC3)CC2)cc1C | -4% | . | 0% |
| C=C(C)C(COc1c2occc2cc2ccc(=O)oc12)OC(C)(C)C(O)COc1c2occc2cc2ccc(=O)oc12 (stereo not drawn) | 3% | . | 1% |
| NC(=S)N=Nc1c(O)[nH]c2ccc(F)cc12 | 6% | -25% | 8% |
| O=C(COc1ccccc1Cl)NNC(=O)c1ccc2c(=O)n3c(nc2c1)CCC3 | -11% | . | -2%[56.1 µM] |
| O=C1CCCN1c1ccc(S(=O)(=O)Oc2cccc(Cl)c2)cc1[N+](=O)[O-] | -16% | 0% | 6% |
| CCc1ccc(/C=C(\Cl)c2nc3cc(Cl)ccc3c(=O)[nH]2)cc1 | -7% | -2% | 0% |
| O=C(O)c1ccc(/C=C/c2nc3sc4c(c3c(=O)[nH]2)CCC4)cc1 | -15% | -3% | 50µM* |
| CCOc1ccc2[nH]cc(C(=O)NCc3ccccc3)c(=O)c2c1 | -2% | 14% | 1% |
| Cc1ccc(C(=O)OCC(=O)Nc2ccc(C(N)=O)cc2)s1 | 4% | . | 2% |
| O=S(=O)(NCc1cccc(C(F)(F)F)c1)NCc1ccccc1F | 5% | -5% | -2% |
| Cn1c(SCC(=O)Nc2ccc(Cl)cc2)nnc1C1CC1 | -1% | 1% | 2% |
| CCC(C)c1ccc(NC(=O)NCc2cccnc2)cc1 (stereo not drawn) | -5% | 0% | -1% |
| COc1ccc(OCC(=O)N2CCN(C(=O)Cc3ccccc3)CC2)cc1 | -5% | -18% | 0% |
| O=C(/C=C/c1c(Cl)cccc1Cl)Nc1ccncc1 | -11% | -24% | 1% |
| CC(=O)c1cc2c(cc1O)OC(C)(C)C=C2 | . | ? | 22µM* |
| CCOC(=O)C1CCN(C(=O)c2cc3cc(Br)ccc3oc2=O)CC1 | -13% | -6% | -2% |
| Cc1ccccc1CSc1ccc(-c2ccc3c(c2)OCO3)nn1 | 10% | 4% | -1% |
| Cc1c(CC(=O)NCc2ccccc2)c(=O)oc2c(C)c(O)ccc12 | 28% | . | 2% |
| COc1ccc(C(=O)C2CCCN(Cc3c(C)[nH]c4ccccc34)C2)c(OC)c1 (stereo not drawn) | . | -11% | 3% |
| Cc1ccc(C(=O)COC(=O)c2cccs2)cc1 | -9% | 18% | -2%[56.1 µM] |
| COC(=O)[C@@H](NC(=O)NCc1ccc(F)cc1)C(C)C | -11% | 2% | 5% |

Some of the entries so far, with each value named:
COC(=O)c1ccccc1NC(=O)c1cnc2sc(N3CCOCC3)nn2c1=O
  FEN1 inhibitor: -1% | N370S GC: . | TDP1 inh: 3%
COC(=O)c1sc(-c2cccs2)cc1N
  FEN1 inhibitor: 1% | N370S GC: 7% | TDP1 inh: 1%
